Screening results (PubChem)
SSB-PriA inh = K. pneumoniae PriA-SSBct interaction inhibition | inhibition, % at 33 µM | AlphaScreen SSBct-PriA binding, biotinylated peptide | hit rate 0.6% among 430,000; in the data active = inhibition mostly above about 37%, no sharp cut-off; inactive = mostly below about 20%;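 also: plate controls were negative control peptide for no effect and reference peptide for full effect; strong numbers were not always called active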
CCHF vOTU inh = CCHFV vOTU protease inhibition | Pep-AMC fluorescence | inhibition, % at 11.5 µM | hit rate 0.55% among 370,000; in the data active = inhibition above about 30%; also: 0% = vehicle wells with enzyme and 100% = no enzyme wells
DUSP3 inh = inhibitors of human VHR1 phosphatase (DUSP3); hit rate 0.52% among 290,000; inhibition, % at 13.3 µM; P51452; recombinant VHR phosphatase, pNPP absorbance; in the data active = inhibition above about 50%; also: some compounds called inactive have numbers as strong as hits
Target sequence (P51452 whole entry, looked up): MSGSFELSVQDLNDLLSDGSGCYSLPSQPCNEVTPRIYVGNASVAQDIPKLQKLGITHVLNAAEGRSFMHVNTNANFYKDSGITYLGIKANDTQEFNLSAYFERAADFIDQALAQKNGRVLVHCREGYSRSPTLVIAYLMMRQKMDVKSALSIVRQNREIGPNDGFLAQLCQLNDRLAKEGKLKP
TcdB inh = inhibitors of Clostridioides difficile toxin B glycohydrolase. P18177. TcdB glycohydrolase enzymatic assay, plate reader. inhibition, % at 9.99 µM. hit rate 0.24% among 350,000. AID 652162; in the data active = inhibition above about 10%
Y pestis TopoI = inhibitors of Yersinia pestis topoisomerase I. AID 504884. Y. pestis Topo-I cleavage product accumulation, plate reader. activity, % at 10 µM. hit rate 0.064% among 360,000; in the data active = activity above about 50%, passing the limit was not always enough; also: inactives centre near 2
MazF activator = MazEF (E. coli) toxin RNase activation | P0AE70 | FAM/BHQ RNA-DNA oligo cleavage fluorescence, 5 h | activation, % at 20 µM | hit rate 0.32% among 350,000 | AID 504720; in the data active = activation above about 50%
Target sequence (P0AE70 whole entry, looked up): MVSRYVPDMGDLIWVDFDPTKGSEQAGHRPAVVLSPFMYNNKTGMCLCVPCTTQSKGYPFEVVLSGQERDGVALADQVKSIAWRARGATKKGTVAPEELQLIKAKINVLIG
BH1578 lux ind = inducers of Vibrio cholerae quorum light production without autoinducers; V. cholerae BH1578 lux reporter, luminescence, 6 h; activation, % at 18.7 µM; hit rate 0.16% among 350,000; in the data active = activation mostly above about 9.7%, no sharp cut-off; also: not every result past the cut was called active; inactives centre near 0; reference of the scale not given here
Rv3671c protease = inhibitors of M. tuberculosis serine protease Rv3671c. hit rate 0.048% among 320,000. inhibition, % at 5.96 µM; in the data active = inhibition above about 38%;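 also: extracellular domain of Rv3671c used as enzyme; 0% = enzyme with DMSO and 100% = no enzyme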
Target sequence (P9WHR9 whole entry, looked up, the tested form may be a part): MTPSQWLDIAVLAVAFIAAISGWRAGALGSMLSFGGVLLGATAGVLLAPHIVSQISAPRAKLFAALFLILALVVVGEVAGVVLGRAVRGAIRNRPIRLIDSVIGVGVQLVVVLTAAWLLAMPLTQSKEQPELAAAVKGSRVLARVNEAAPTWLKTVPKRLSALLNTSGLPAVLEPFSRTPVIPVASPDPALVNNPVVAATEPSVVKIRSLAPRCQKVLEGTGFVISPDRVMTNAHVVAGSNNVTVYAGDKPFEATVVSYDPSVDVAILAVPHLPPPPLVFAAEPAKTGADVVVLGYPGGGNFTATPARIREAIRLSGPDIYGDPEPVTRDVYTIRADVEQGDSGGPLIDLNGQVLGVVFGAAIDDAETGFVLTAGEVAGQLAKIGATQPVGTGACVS
SARS 3CLpro inh = SARS-CoV 3CLpro protease inhibition. recombinant SARS-CoV 3CLpro, quenched FRET peptide cleavage. inhibition, % at 6 µM. hit rate 0.14% among 290,000. AID 1706; in the data active = inhibition above about 12%
PrPC surface inh = inhibitors of human cell surface prion protein PrPC; P04156; AID 720596; inhibition, % at 13.8 µM; TR-FRET read-out; hit rate 0.43% among 370,000; in the data active = inhibition above about 24%; also: 0% = median of the test wells and 100% = reference compound wells
* = called active by the depositor; i = inactive; / = not tested or not shown; & = joins results of further samples.

| SMILES | TcdB inh | CCHF vOTU inh | Y pestis TopoI | PrPC surface inh | SARS 3CLpro inh | Rv3671c protease | MazF activator | DUSP3 inh | BH1578 lux ind | SSB-PriA inh |
| --- | --- | --- | --- | --- | --- | --- | --- | --- | --- | --- |
| C[C@@H]1CCCCO[C@H](CN(C)Cc2ccc(Cl)c(Cl)c2)[C@@H](C)CN([C@H](C)CO)C(=O)c2cc(N(C)C)ccc2O1 | -4.1&-7.5 | 6.6 | 24.3 | -3.7 | / | / | 12.8 | / | i | / |
| COc1cc2c(cc1OC)C(SC)=NC(C)(C)C2 | 1.0 | -3.0 | -6.1 | 4.4 | -6.4 | 7.9 | 5.0 | -9.1 | i | -2.9 |
| COc1ccc(NC(=O)c2ccc(COCC(F)(F)C(F)F)cc2)cc1OC | / | 16.2 | -6.4 | 20.8 | 2.5 | -1.4 | 4.0 | -25.4 | -0.4 | -8.7 |
| CC1CCCN(S(=O)(=O)c2ccc(NC(=O)C3CCN(C(=O)c4ccco4)CC3)cc2)C1 (configuration not stated) | -1.5 | 8.1 | 26.3 | 2.2 | 1.7 | 3.0 | 9.7 | 33.9 | i | -4.7 |
| C1CC2CN(c3nc4nonc4nc3N3CCSCC3)CCN2C1 (configuration not stated) | -0.5 | 6.6 | 0.8 | -4.7 | 3.2 | -5.0 | 1.2 | 29.7 | i | -11.2 |
| CCS(=O)(=O)Nc1ccc(Cc2ccc(NS(=O)(=O)CC)cc2)cc1 | 3.4 | 4.7 | 0.0 | 11.0 | 4.9 | -9.2 | -6.1 | 22.3 | i | 0.1 |
| CCOc1cccc(CN2CCC(CCC(=O)NC3CC3)CC2)c1O | -3.0 | -15.2 | -6.4 | -12.7 | -4.5 | -11.1 | -3.0 | 51.3* | i | -9.6 |
| COc1cccc(CSc2ccc(S(=O)(=O)N3CCOCC3)cc2C(=O)NCC2CCCO2)c1OC (configuration not stated) | 0.8 | 9.1 | 11.7 | 0.3 | 2.0 | 0.8 | -1.5 | 16.1 | 0.4 | -4.6 |
| O=C(N/N=C1\C(=O)c2cccc3cccc1c23)c1ccc(O)cc1 | 0.0 | -0.5 | -11.4 | -5.8 | -0.5 | -6.7 | 8.3 | 6.4 | i | / |
| CCCCCC(=O)N/N=C/c1ccc([N+](=O)[O-])o1 | 1.3 | 15.9 | -10.8 | -43.3 | -1.1 | 2.5 | 7.9 | 7.6 | -0.6 | / |
| CCC(CC)c1nnc(NC(=O)CSCc2c(C)noc2C)s1 | -0.2 | 2.3 | -0.5 | -1.6 | / | / | -0.6 | / | i | / |
| O=C(CSc1ccc(-c2ccccn2)nn1)c1ccccc1 | 1.0 | -1.4 | 13.1 | 1.2 | 2.7 | -3.4 | 2.1 | 6.3 | -0.4 | -12.4 |
| Cc1ccc(C2CC(c3cccs3)=NN2S(=O)(=O)c2ccc(C)cc2)cc1 (configuration not stated) | 0.4 | -13.9 | 1.7 | 7.6 | 2.4 | -12.2 | -9.2 | -8.8 | -0.2 | -9.4 |
| CCCCN(C(=O)c1ccc(Cl)c(S(=O)(=O)N2CCOCC2)c1)c1c(N)n(CCC)c(=O)[nH]c1=O | 1.1 | 3.1 | -0.2 | 0.5 | 0.7 | -7.7 | 5.5 | 3.3 | -8.5 | 1.9 |
| O=C(C(=O)N1CCN(Cc2ccc3c(c2)OCO3)CC1)c1c[nH]c2ccccc12 | 2.6 | 4.7 | 13.7 | -8.8 | 4.2 | 1.1 | 7.2 | -17.2 | -0.1 | 4.0 |
| O=C(CNc1ccccc1-c1ccccc1)NCc1ccccc1 | / | 9.5 | 25.8 | 22.3 | 0.3 | -1.6 | 1.6 | -1.8 | -0.1 | 8.1 |
| COC(=O)N/N=C/c1cn(CCCOc2ccccc2)c2ccccc12 | / | 9.2 | -4.6 | 5.7 | 6.1 | 10.7 | -3.9 | -4.1 | -0.3 | / |
| CC1CCN(c2c(NCc3ccc(C(=O)N4c5ccccc5CC4C)cc3)c(=O)c2=O)CC1 (configuration not stated) | 0.7 | 0.1 | 9.0 | 3.6 | -6.7 | 1.3 | -3.4 | 5.1 | -0.3 | -5.3 |
| Cc1ccc(-n2ncc(C(=O)Nc3ccc(Cl)cc3)c2C2CCNCC2)cc1C | -1.4 | 5.2 | -13.1 | -6.2 | 2.0 | -2.9 | 15.3 | 27.0 | -0.4 | 8.5 |
| CCN1CCN(c2ccc(S(=O)(=O)N3CCCCC3)cc2NC(=O)c2cccc(NC(C)=O)c2)CC1 | 0.8 | -6.8 | -8.7 | -7.9 | / | 1.0 | -3.9 | / | i | 11.5 |
| COC(=O)c1sc2nc(CSc3nc4ccc(C)cc4[nH]3)[nH]c(=O)c2c1C | / | 1.9 | 2.3 | 1.4 | 0.0 | -9.2 | 18.9 | 18.1 | i | 3.4 |
| Cn1ncc(Br)c1C(=O)N/N=C/c1ccc(OS(=O)(=O)c2ccccc2)cc1 | / | 22.5 | 20.4 | 8.2 | -0.4 | -8.3 | -3.5 | -13.9 | 0.4 | / |
| Cc1cccc(NC(=O)CN2CCN(C(=O)c3cccc(-n4cnnn4)c3)CC2)c1C | -0.3 | -0.2 | 6.4 | -1.1 | / | 1.3 | -5.5 | / | i | -8.1 |
| O=C(CN(C(=O)CCC(=O)Nc1nccs1)c1cccc(F)c1)NCCc1ccccc1 | 0.5 | 11.9 | 7.2 | -5.1 | -0.1 | -0.5 | -0.2 | 1.1 | -2.3 | 4.7 |
| N#C/C(=C\c1ccccc1OCc1ccc(C(=O)O)cc1)C(=O)Nc1ccc(O)cc1 | 1.4 | -3.3 | 8.5 | -4.3 | 7.6 | -8.1 | 16.9 | 31.3 | -0.2 | -14.7 |
| CC(Sc1cccc[n+]1[O-])C(=O)Nc1cccc(S(=O)(=O)N2CCOCC2)c1 (configuration not stated) | / | 6.7 | 7.3 | -3.1 | 1.0 | 8.8 | 1.5 | -10.1 | -0.7 | -7.0 |
| Cc1ccc(C(C(=O)NC2CCCCC2)N(C(=O)CCCC(=O)Nc2ccccn2)c2ccc3c(c2)OCCO3)cc1 (configuration not stated) | / | -9.4 | 11.8 | 0.4 | 1.1 | -8.4 | 3.1 | 4.7 | -0.1 | -9.3 |
| COc1ccccc1C(C)NCC(=O)NC(=O)NCc1ccco1 (configuration not stated) | 5.4 | -6.6 | 4.2 | 0.7 | / | 9.2 | -12.0 | / | i | -2.1 |
| COc1ccc(N(CC(=O)N/N=C/c2cc(Br)c(C)o2)S(=O)(=O)c2ccc(NC(C)=O)cc2)cc1 | / | -14.1 | 13.0 | -5.8 | 3.7 | -11.7 | -1.7 | 17.3 | 2.5 | / |
| CCOC(=O)C1CCCN(S(=O)(=O)c2ccc(S(=O)(=O)N(CC)CC)cc2)C1 (configuration not stated) | 0.2 | 11.3 | 14.3 | 18.0 | -8.5 | 8.6 | 0.1 | 3.6 | i | -22.8 |
| Cc1ccc(C(=O)O/N=C\c2ccc(N3CCOCC3)c([N+](=O)[O-])c2)cc1 | / | 13.6 | -4.3 | 1.8 | 3.6 | 10.1 | -2.7 | 10.6 | i | / |
| COc1cccc(N=Nc2ccc(O)c3ncccc23)c1 | 1.1 | 12.0 | -37.6 | -19.7 | -1.9 | 1.6 | 6.5 | 39.4 | -0.2 | 26.7 |
| O=C1CCN(Cc2ccc(Br)cc2)CCN1[C@H](CO)c1ccccc1 | 1.2 | 5.4 | 4.6 | 1.3 | 0.4 | -10.4 | 1.7 | 43.8 | 1.6 | -0.6 |
| COc1cc(OC)c2c(c1)O[C@@H](c1ccc(OC)c(OC)c1)[C@H](O)C2 | -0.5 | -5.8 | -1.9 | 0.1 | 2.8 | 2.2 | -27.6 | 0.1 | -0.4 | -5.9 |
| Cc1cccc2nc(CSc3nc4cc([N+](=O)[O-])ccc4s3)cn12 | 1.2 | 0.7 | 8.3 | -17.1 | -7.7 | -17.0 | 13.5 | -11.0 | -0.2 | 13.7 |
| COC(=O)[C@@]12CCCCN1[C@H](c1ccc(-c3ccc(C(C)=O)cc3)c(OC)c1)[C@@H]1C(=O)N(C)C(=O)[C@@H]12 | 2.6 | 13.6 | 12.8 | -5.1 | / | -14.6 | -1.0 | / | 0.6 | 2.3 |
| CCS(=O)(=O)Nc1ccc(-c2nc3cccnc3s2)cc1 | 0.3 | -242.2 | 5.6 | -8.4 | -0.9 | -3.7 | 2.1 | 16.5 | 0.2 | -0.4 |
| COc1cc(OC)cc(C(=O)N2CCN(c3ccccc3F)CC2)c1 | / | -0.5 | 5.5 | 0.2 | -3.9 | -4.4 | 0.5 | 0.0 | 5.0 | -4.3 |
| COc1cc(C(=S)N2CCOCC2)cc(OC)c1OS(=O)(=O)c1ccc(NC(C)=O)cc1 | / | -0.9 | 2.3 | 4.0 | 0.1 | 9.4 | -3.8 | -0.8 | -0.3 | -2.4 |
| COc1ccccc1NC(=O)CSc1nnc(CC(=O)Nc2ccccc2F)n1C | 1.5 | 5.1 | -5.4 | -8.3 | -5.7 | -6.4 | 9.0 | 11.8 | -0.2 | -4.4 |

Taken from the entries so far for reference:
| SMILES | TcdB inh | CCHF vOTU inh | Y pestis TopoI | PrPC surface inh | SARS 3CLpro inh | Rv3671c protease | MazF activator | DUSP3 inh | BH1578 lux ind | SSB-PriA inh |
| --- | --- | --- | --- | --- | --- | --- | --- | --- | --- | --- |
| Cc1ccc(C(=O)O/N=C\c2ccc(N3CCOCC3)c([N+](=O)[O-])c2)cc1 | / | 13.6 | -4.3 | 1.8 | 3.6 | 10.1 | -2.7 | 10.6 | i | / |
| COc1cccc(N=Nc2ccc(O)c3ncccc23)c1 | 1.1 | 12.0 | -37.6 | -19.7 | -1.9 | 1.6 | 6.5 | 39.4 | -0.2 | 26.7 |
| O=C1CCN(Cc2ccc(Br)cc2)CCN1[C@H](CO)c1ccccc1 | 1.2 | 5.4 | 4.6 | 1.3 | 0.4 | -10.4 | 1.7 | 43.8 | 1.6 | -0.6 |
| COc1cc(OC)c2c(c1)O[C@@H](c1ccc(OC)c(OC)c1)[C@H](O)C2 | -0.5 | -5.8 | -1.9 | 0.1 | 2.8 | 2.2 | -27.6 | 0.1 | -0.4 | -5.9 |

(listing goes on)
| SMILES | TcdB inh | CCHF vOTU inh | Y pestis TopoI | PrPC surface inh | SARS 3CLpro inh | Rv3671c protease | MazF activator | DUSP3 inh | BH1578 lux ind | SSB-PriA inh |
| --- | --- | --- | --- | --- | --- | --- | --- | --- | --- | --- |
| Cc1cc([N+](=O)[O-])cc(C)c1OCC(=O)N/N=C/c1ccc(OC(=O)c2ccccc2Br)cc1 | 0.1 | 12.2 | 0.1 | 1.0 | 3.8 | 2.2 | 1.3 | -14.0 | -1.0 | / |
| COc1ccc(N2C(=O)C(CC(=O)Nc3ccccc3)N(Cc3cccs3)C2=O)cc1 (configuration not stated) | 1.3 | -5.2 | -11.0 | -3.9 | 5.0 | 12.5 | 9.4 | 7.4 | i | 4.3 |
| COc1ccc(C2=NS(=O)(=O)N(C)C(C(=O)N3CCC(C(N)=O)CC3)=C2)cc1 | 1.5 | 13.6 | -0.5 | -12.2 | -2.0 | 2.0 | 0.5 | 1.5 | 0.0 | 3.0 |
| CC(C)n1cnc2cc(NCc3ccco3)ccc21 | -7.5 | / | -6.7 | / | 4.9 | -1.1 | 3.9 | 25.5 | -0.3 | 8.9 |
| O=C1CCCCCCC1Sc1ccccc1[N+](=O)[O-] (configuration not stated) | / | 5.2 | 4.7 | -1.0 | 1.9 | 1.8 | -4.6 | 17.5 | i | -17.3 |
| CCOC(=O)Nc1ccc(C)cc1NC(=O)OCC | 5.5 | -2.1 | 3.5 | 6.2 | -0.6 | -4.3 | -0.1 | 18.9 | 0.4 | -6.5 |
| CN(C)c1ccc(/C=N/N=C(N)N)cc1[N+](=O)[O-] | 0.9 | 8.6 | -21.4 | -29.7 | -1.1 | -4.2 | 4.9 | 16.6 | -0.9 | / |
| COc1ccccc1C1(CC(=O)O)CCOC(C)(C)C1 (configuration not stated) | / | 14.4 | -4.8 | 3.9 | -5.3 | 3.2 | -1.1 | 21.4 | -3.1 | -0.8 |
| C[C@@H]1CCCCO[C@H](CN(C)C(=O)Cc2ccccc2)[C@@H](C)CN([C@H](C)CO)C(=O)c2cc(NC(=O)Nc3ccccc3)ccc2O1 | 0.3&0.5 | 30.6* | 7.8 | -3.0 | / | / | -15.6 | / | 2.4 | / |

Not all compounds are listed (hit frequency here may not be typical).
